D3 antag = D3 dopamine receptor (human) antagonism. P35462. D3R cells, DiscoveRx beta-arrestin luminescence, antagonist mode; active compounds read low. max response, negative = inhibition, %. actives 2.5% (n = 360,000). AID 652054; in the data active = max response below about -50%; inconclusive = no clear call, values can overlap the other calls; also: % is scaled to controls: 0 for no effect and ±100 for the full control effect; mostly tested at two doses, the higher about 12 µM
Target sequence (P35462 whole entry, looked up): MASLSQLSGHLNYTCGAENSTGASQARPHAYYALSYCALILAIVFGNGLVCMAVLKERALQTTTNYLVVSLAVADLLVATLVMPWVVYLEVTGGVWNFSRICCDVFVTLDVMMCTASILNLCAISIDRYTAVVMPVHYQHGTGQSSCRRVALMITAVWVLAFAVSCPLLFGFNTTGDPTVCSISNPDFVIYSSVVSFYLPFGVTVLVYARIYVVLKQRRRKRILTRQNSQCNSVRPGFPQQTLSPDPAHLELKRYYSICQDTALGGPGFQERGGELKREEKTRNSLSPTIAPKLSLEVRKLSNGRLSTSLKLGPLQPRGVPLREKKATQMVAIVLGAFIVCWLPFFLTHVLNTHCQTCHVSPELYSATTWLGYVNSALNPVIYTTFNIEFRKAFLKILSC
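Cells expressing the human receptor were seeded at 1500 cells/well, incubated overnight at 37 degrees C in 5% CO2, then exposed to library compounds with dopamine controls for 90 minutes at 37 degrees C before luminescent detection.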
TDP-43 yeast inh = rescues yeast growth from TDP-43 toxicity. Potency, µM (top dose mostly 46.1 µM), without a hit: at the highest dose growth rescue (activation), most hits filed as activators. TDP-43 expressing yeast growth rescue, BacTiter-Glo, 24 h. AID 652104. actives 1.8% (n = 410,000); also: potency is read from the fitted curve at half-maximal effect; % of control where 0% means no effect; nearly all actives have a fitted effect of over 50% in size
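Cell-based yeast growth screen: TDP-43 expression induced in galactose, inoculum OD600=0.02 after raffinose pregrowth to mid-log. Read-out BacTiter-Glo luminescence at 24 hr, 30 deg C; inhibition of toxicity seen as signal increase.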
Akt phos inh = inhibitors of Akt phosphorylation. Neuro2A IGF-stimulated pAkt S473 HTRF, 20 min; active compounds read low. actives 0.32% (n = 360,000). activity change, % for hits at 50 µM; in the data active = activity change below about -80%; inconclusive = mostly about -51% to -80%; also: % is scaled to controls: 0 for no effect and ±100 for the full control effect
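Single-point screen (50 µM final compound) in Neuro2A cells stimulated 20 min with 6 nM IGF at 37 deg C. After lysis, Ser473-phosphorylated Akt read by HTRF (ex 330 nm, em 615/665 nm) as the 665/615 ratio.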
PTHR1 agonist = agonists of human PTHR1 parathyroid hormone receptor; Potency, µM (doses to about 115 µM), without a hit: at the highest dose activation, usual class: activators; actives 0.075% (n = 410,000); AID 743266; HEK293 GP2 PTHR1 cells, GloSensor cAMP luminescence, 1 h; Q03431; also: potency is read from the fitted curve at half-maximal effect; nearly all actives have a fitted effect of over 55% in size; some results filed as inactive show a strong effect at the top dose; inactives centre near -15; many of its hits are not listed in these tables
Target sequence (Q03431 whole entry, looked up): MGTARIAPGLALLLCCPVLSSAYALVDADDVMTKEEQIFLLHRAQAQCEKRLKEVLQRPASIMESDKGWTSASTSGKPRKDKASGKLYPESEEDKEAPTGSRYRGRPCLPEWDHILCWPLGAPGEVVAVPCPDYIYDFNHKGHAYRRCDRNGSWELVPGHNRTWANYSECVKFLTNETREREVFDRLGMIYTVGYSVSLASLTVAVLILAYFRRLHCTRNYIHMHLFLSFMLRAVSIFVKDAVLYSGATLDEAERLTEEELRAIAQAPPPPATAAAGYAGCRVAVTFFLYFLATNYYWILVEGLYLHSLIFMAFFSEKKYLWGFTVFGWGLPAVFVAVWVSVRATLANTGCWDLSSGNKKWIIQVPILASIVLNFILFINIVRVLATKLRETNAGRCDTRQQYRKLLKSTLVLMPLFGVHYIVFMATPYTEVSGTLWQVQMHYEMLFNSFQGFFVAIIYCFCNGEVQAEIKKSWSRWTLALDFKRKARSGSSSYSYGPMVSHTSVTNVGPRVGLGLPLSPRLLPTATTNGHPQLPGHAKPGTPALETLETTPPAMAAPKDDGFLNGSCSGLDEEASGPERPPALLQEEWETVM
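HEK-293-derived GP2 cells expressing PTHR1 and a GloSensor cAMP reporter, 3,000/well, plated overnight, given luciferin plus IBMX (each 0.5 mM as added) for 1 h at 37 °C, then compound for 1 h at 37 °C. Luminescence was read after 15 min at room temperature.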
FUS yeast rescue = rescues growth of FUS-expressing yeast. S. cerevisiae FUS-expressing, growth rescue, OD600, 24 h. Potency, µM (highest dose often 76.6 µM), for the others: at the highest dose growth rescue (activation), hits mostly activators. actives 0.24% (n = 390,000);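 also: potency is read from the fitted curve at half-maximal effect; plate controls were DMSO vehicle for no effect and reference control for full effect; nearly all actives have a fitted effect of over 55% in size; some results filed as inactive show a strong effect at the top dose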
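Restored growth of FUS-toxic S. cerevisiae, read as 600 nm absorbance after 24 h at 30C in galactose medium (starting OD 0.005). Controls CP55940 and DMSO.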
aSyn yeast inh = alpha-synuclein toxicity inhibition in yeast | Yeast expressing alpha-synuclein, growth rescue, BacTiter-Glo, 24 h | Potency, µM (top dose mostly 46.1 µM), for inactives: at the top dose growth rescue (activation), most hits filed as activators | actives 0.14% (n = 370,000) | AID 652106; also: potency is read from the fitted curve at half-maximal effect; % of control where 0% means no effect; nearly all actives have a fitted effect of over 65% in size
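Readout is rescue of growth in alpha-synuclein-expressing yeast, so inhibitors of toxicity appear as activators. Growth after 24 hr at 30 deg C in galactose medium is quantified by luminescence.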
GLP-1R inv ag = acts as inverse agonist at human GLP-1 receptor; Potency, µM (titrated, usually from 38.3 µM), without a hit: at the highest dose activity change, negative = inhibition, hits mostly inhibitors; P43220; actives 1.6% (n = 410,000); HEK293 GLP-1R CRE-luciferase, luminescence, 24 h; GLP-1R form is constitutively active; also: potency is read from the fitted curve at half-maximal effect; % is scaled to controls: 0 for no effect and ±100 for the full control effect; nearly all actives have a fitted effect of over 55% in size
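Inverse agonism was detected as reduced cAMP-driven luciferase luminescence after 24 h compound treatment. The cells were HEK293 clones expressing constitutively active human GLP-1R with the reporter. Reporter-only and GPR119 cell lines served as counterscreen controls.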
GLP-1R agonist = GLP-1 receptor (human) agonism; HEK293 GLP-1R CRE-luciferase, luminescence, 4-6 h; cells express a hypersensitive GLP-1R form; actives 0.007% (n = 380,000); Potency, µM (top dose mostly 45.6 µM), for inactives: at the highest dose activation, hits mostly activators; P43220; also: potency is read from the fitted curve at half-maximal effect; % of control where 0% means no effect
Abeta rescue = compounds reversing amyloid beta toxicity in yeast. yeast expressing A-beta42, growth rescue, OD600, 48 h; response scale: 0% DMSO, 100% iron-clioquinol control. Potency, µM (top dose mostly 46.1 µM), inactives show top-dose growth rescue, usual class: activators. actives 0.063% (n = 410,000); also: potency is read from the fitted curve at half-maximal effect; nearly all actives have a fitted effect of over 55% in size
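Growth rescue measured by 600 nm absorbance after 48 h yeast culture at 30 C with compound. Values normalized between DMSO and an equimolar ferric chloride plus clioquinol control.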
* marks the source's active call; other numbers are inactive results; i = inactive; ? = inconclusive; · = no result given; [ ] = dose if it differs, or a comment. Unless noted, calls follow the shape of the dose curve; as a rule, active = well fitted curve in the direction sought with a large enough effect; inconclusive = small, poorly fitted or top-dose-only effect, or another doubt; inactive = no such curve, though single readings can be large; an effect the other way counts as inactive or inconclusive.

A first look:
| Compound | D3 antag | TDP-43 yeast inh | Akt phos inh | PTHR1 agonist | FUS yeast rescue | aSyn yeast inh | GLP-1R inv ag | GLP-1R agonist | Abeta rescue |
| --- | --- | --- | --- | --- | --- | --- | --- | --- | --- |
| COc1ccc(N2CCN(C(CNC(=O)C(=O)NCCCn3ccnc3)c3ccco3)CC2)cc1 (stereo unspecified) | -11 | -15% | i | 12% | 7% | -10% | ? | 6% | 1% |
| O=C(Nc1ccc(Nc2ccccc2)cc1)c1ccccc1F | 2 | ? | i | -24% | 39% | -20% | ? | 25% | -12% |
| Cc1ccc(S(=O)(=O)N2CCOCC2)cc1C(=O)OCC(=O)NCCc1ccccc1 | 11 | 12% | i | -28% | 0% | 2% | ? | -1% | -9% |
| c1ccc(-c2nnc3sc(-c4csc5c4CCCC5)nn23)cc1 | 38 | 20µM* | i | i | · | 2% | -7% | 19% | -1% |

The list itself (from the top)
| Compound | D3 antag | TDP-43 yeast inh | Akt phos inh | PTHR1 agonist | FUS yeast rescue | aSyn yeast inh | GLP-1R inv ag | GLP-1R agonist | Abeta rescue |
| --- | --- | --- | --- | --- | --- | --- | --- | --- | --- |
| COc1ccc(N2CCN(C(CNC(=O)C(=O)NCCCn3ccnc3)c3ccco3)CC2)cc1 (stereo unspecified) | -11 | -15% | i | 12% | 7% | -10% | ? | 6% | 1% |
| O=C(Nc1ccc(Nc2ccccc2)cc1)c1ccccc1F | 2 | ? | i | -24% | 39% | -20% | ? | 25% | -12% |
| Cc1ccc(S(=O)(=O)N2CCOCC2)cc1C(=O)OCC(=O)NCCc1ccccc1 | 11 | 12% | i | -28% | 0% | 2% | ? | -1% | -9% |
| c1ccc(-c2nnc3sc(-c4csc5c4CCCC5)nn23)cc1 | 38 | 20µM* | i | i | · | 2% | -7% | 19% | -1% |
| CCCCn1cnc2c(oc3nc4c(cc32)CCCC4)c1=O | -19 | -7% | i | i | 14% | 0% | -47% | -5% | -14% |
| Cc1ccc(-c2noc(C3CCCN(S(=O)(=O)c4ccc(S(=O)(=O)N(C)C)cc4)C3)n2)o1 (stereo unspecified) | -10 | -20% | i | -10% | 12% | 3% | 5% | -5% | 3% |
| O=C(NCCOc1ccccc1)C1CCCCC1 | 0 | 5% | i | -13% | ? | 3% | -2% | 12% | -3% |
| CCC(=O)c1ccc(OCC(O)CNCCc2ccc(Cl)cc2)cc1 (stereo unspecified) | -20 | 15% | i | -3% | 9% | 13% | ? | -1% | 6% |
| COc1cc(C)c(NC(=O)COc2ccc3c(c2)OCO3)cc1C | -5 | -9% | i | -11% | 17% | -4% | -20% | 17% | -5% |
| Cc1ccc(NS(=O)(=O)c2ccc(NC(=O)C3CC3)cc2)cc1C | 2 | -19% | i | -31%[inhibitor] | 27% | 1% | ? | 0% | -2% |
| CC(C)N(C(=O)CSc1nnc(C2CC2)n1C1CC1)c1ccccc1 | -8 | 0% | i | i | 3% | 1% | ? | 10% | 10% |
| O=C(OCc1cn([C@@H]2C[C@H](c3ccccc3)N(C(=O)c3cccs3)C[C@H]2O)nn1)c1ccccc1 | 0 | 0% | i | -50%[inhibitor] | 38% | -5% | -25% | -4% | -2% |
| Nc1c(C(=O)NCC2CCCO2)c2nc3ccccc3nc2n1/N=C/c1ccncc1 (stereo unspecified) | 21 | 4% | i | -4% | -6% | 3% | 11% | 3% | -1% |
| COc1ccccc1S(=O)(=O)N(C)C[C@@H]1OCc2cn(nn2)CCCC(=O)N([C@H](C)CO)C[C@H]1C | -28 | 0% | i | -5% | -9% | -2% | 0% | 6% | 0% |
| Cc1ccc(-n2nnc3c(=O)n(CC(=O)N4CCC(C)CC4)cnc32)cc1 | 18 | -22% | i | i | -19% | 2% | 0% | 2% | 0% |
| O=C(O)c1ccc(-n2cccc2/C=C2/NC(=O)N(c3ccccc3)C2=O)cc1 | -17 | -2% | i | 15% | 1% | -1% | 13% | 0% | -11% |
| Cc1cc(C)c2cc(C(c3nnnn3C3CCCC3)N3CCOCC3)c(=O)[nH]c2c1 (stereo unspecified) | -24 | 21% | i | -1%[57.5 µM] | 13% | -4% | 7% | 2% | -4% |
| CCc1ccc(CN(Cc2ccco2)c2cnc(S(C)(=O)=O)nc2C(=O)Nc2c(C)cccc2C)cc1 | · | -2% | · | 8% | 30% | · | ? | · | ? |
| COc1ccc(OC)c(/C=N/NC(=O)c2ccc(Cn3cc([N+](=O)[O-])cn3)o2)c1 | -8 | -12% | i | i | · | 6% | 6% | -5% | 2% |
| CCN(CC(=O)Nc1ccc2c(c1)OCCO2)C(=O)COc1ccc(C)cc1 | 25 | 25% | i | i | · | 3% | ? | -9% | 5% |
| COc1cccc(N2CCN(C(=O)c3[nH]c(C)c(C(C)=O)c3C)CC2)c1 | -20 | 1% | i | -3% | 26% | 7% | ? | -7% | 0% |
| Cc1ccc(NC(=O)CSc2n[nH]c(C)c2[N+](=O)[O-])cc1C | -1 | 9% | i | i | 10% | -1% | -14% | 8% | 4% |
| Cc1cc(OCC(=O)Nc2nnc(C3CC3)s2)ccc1[N+](=O)[O-] | -12 | -9% | i | -9% | 0% | -1% | 11% | 1% | -17% |
| CCOC(=O)Cn1c(=NC(=O)c2sc3ccccc3c2Cl)sc2cc(S(N)(=O)=O)ccc21 | ? | -1% | i | i | · | -4% | 13% | -1% | 5% |
| CCN(CC)c1ccc(C=O)c(OC)c1 | 16 | 14% | i | i | -3% | 0% | 7% | 5% | -11% |

Structures listed so far with a Cl atom, in the order listed:
| Compound | D3 antag | TDP-43 yeast inh | Akt phos inh | PTHR1 agonist | FUS yeast rescue | aSyn yeast inh | GLP-1R inv ag | GLP-1R agonist | Abeta rescue |
| --- | --- | --- | --- | --- | --- | --- | --- | --- | --- |
| CCC(=O)c1ccc(OCC(O)CNCCc2ccc(Cl)cc2)cc1 (stereo unspecified) | -20 | 15% | i | -3% | 9% | 13% | ? | -1% | 6% |
| CCOC(=O)Cn1c(=NC(=O)c2sc3ccccc3c2Cl)sc2cc(S(N)(=O)=O)ccc21 | ? | -1% | i | i | · | -4% | 13% | -1% | 5% |

Next structures
SMILES,D3 antag,TDP-43 yeast inh,Akt phos inh,PTHR1 agonist,FUS yeast rescue,aSyn yeast inh,GLP-1R inv ag,GLP-1R agonist,Abeta rescue
CC1CCCCC1NC(=O)COC(=O)c1cc(=O)[nH]c2ccccc12 (stereo unspecified),-3,19%,i,i,·,2%,4%,-4%,5%
CCC(Sc1nc2n[nH]c(C)c2c(=N)n1-c1ccccc1Cl)C(=O)N(CC)CC (stereo unspecified),·,5%,·,i,18%,·,77%[activator],·,-3%
COc1cc(C2C(C#N)=C(N)N(c3cccnc3)C3=C2C(=O)CCC3)ccc1O (stereo unspecified),-27,0%,i,i,27%,-4%,9%,5%,-1%
COC(=O)CN1C(=O)[C@H]2[C@@H](/C=C/c3ccccc3)N3C(=O)CN(CCO)C(=O)[C@@]3(Cc3ccccc3)[C@H]2C1=O,-13,15%,i,-16%,-8%,0%,14%,6%,2%
CCOC(=O)c1oc2ccccc2c1NC(=O)COC,-52*,-8%,i,-25%,17%,-1%,157%[activator],12%,-27%
CC(OC(=O)c1cc2sccc2n1C)C(=O)NCc1ccc2c(c1)OCO2 (stereo unspecified),-8,-18%,i,-5%[57.5 µM],26%,9%,10%,5%,-8%
O=C(N/N=C/c1ccc[nH]1)c1c[nH]c2ccccc12,-10,11%,i,-74%[inhibitor],12%,7%,-33%,0%,8%
O=C1CCCN1Cc1ncnn1-c1ccccc1,?,-3%,i,-15%[57.5 µM],-7%,-11%,17%,-7%,-2%
COc1cccc(OC)c1C(=O)O/N=C(\N)c1ccncc1,9,-5%,i,i,6%,1%,3%,1%,15%
CNC(=S)N1N=C(c2ccc(C)cc2)CC1c1ccc(OC)cc1 (stereo unspecified),0,?,i,-2%[57.5 µM],2%,16%,10µM*,-3%,-12%
CCn1c(=S)sc2c(=O)n(CC(=O)Nc3ccccc3)c(C)nc21,-29,-11%,i,-24%,32%,-3%,-28%,-2%,8%
COc1ccc(C2Nc3ccc(Br)cc3C(c3ccccc3)N2CC(=O)O)cc1 (stereo unspecified),?,-18%,i,i,16%,-9%,-4%[0.307 µM],-11%,6%
COc1cc(C(=O)c2ccccc2Cl)c([N+](=O)[O-])cc1OC,-6,27%,i,-95%[inhibitor],-11%,5%,23%,-1%,11%
Cc1cc(O)c(C(c2ccccc2)N2CCN(c3ccccc3F)CC2)c(=O)n1Cc1ccco1 (stereo unspecified),·,25%,·,i,22%,·,-26%,·,21%
COc1ccc(C)cc1S(=O)(=O)Nc1cccc(-c2ccc(N3CCCCCC3)nn2)c1,-25,29%,i,-42%[inhibitor],2%,2%,?,16%,16%
COC(=O)c1cc2c(n(-c3ccccc3)c1=O)CCCC2=O,40,24%,i,21%,-18%,0%,18%,6%,7%
COc1ccccc1-n1c(-c2cn(C)nc2C)n[nH]c1=S,8,4%,i,i,·,-3%,2%,1%,3%
Cc1ccc(S(=O)(=O)NC2CCCCCC2)cc1,0,15%,i,-22%,·,12%,-14%,14%,-35%[inhibitor]
CC(=O)NC(C)C(=O)OCC(=O)c1ccc(Cl)s1 (stereo unspecified),16,28%,i,-10%,31%,-6%,1%,-10%,-14%
COc1ccccc1N(CC(=O)NCCSCc1ccc(C)cc1)S(=O)(=O)c1ccccc1,36,14%,i,-94%[inhibitor],25%,9%,?,7%,17%
CC(C)c1ccc(S(=O)(=O)N2CCN(CCC(=O)Nc3ccc(N(C)C)cc3)CC2)cc1,-14,15%,i,-18%,10%,-1%,?,2%,30%

An excerpt; rates above refer to the full screens.
